ERp5 inh = inhibitors of ERp5-driven insulin aggregation, primary screen, biochemical, turbidity, absorbance 650 nm, single point; 350,000 compounds, 0.05% hits; inhibition, % at 9.99 µM; 90 min; AID 651711, 2012;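 active = mean replicate inhibition above about 25%, with every replicate also reaching it, limit read from the data, passing the limit was not always enough; inconclusive = only one of those two criteria met; inactive = neither criterion met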
Target sequence (Q15084 whole entry, looked up): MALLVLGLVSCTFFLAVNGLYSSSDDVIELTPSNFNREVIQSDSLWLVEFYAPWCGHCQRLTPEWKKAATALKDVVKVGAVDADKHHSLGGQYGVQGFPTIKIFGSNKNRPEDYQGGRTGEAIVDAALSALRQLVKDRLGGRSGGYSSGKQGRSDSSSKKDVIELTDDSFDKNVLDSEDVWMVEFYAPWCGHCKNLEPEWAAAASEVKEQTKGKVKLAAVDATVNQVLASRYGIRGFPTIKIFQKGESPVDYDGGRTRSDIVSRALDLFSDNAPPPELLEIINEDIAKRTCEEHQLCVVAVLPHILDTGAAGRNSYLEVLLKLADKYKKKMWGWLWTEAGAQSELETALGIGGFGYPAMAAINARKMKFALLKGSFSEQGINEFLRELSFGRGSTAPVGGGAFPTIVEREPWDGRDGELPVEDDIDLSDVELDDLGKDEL
INS-1E GSIS act = GLuc luminescence reporter in INS-1E cells, primary screen for activators of glucose-dependent secretion of insulin. INS-1E GLuc reporter insulin secretion, 2-3 h. activation, % at 16.6 µM. 370,000 compounds, 0.61% hits. AID 743287, 2014;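 active = lowest replicate activation of at least 40%, so every replicate reaches that level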;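 note: 0% = median of neutral control wells and 100% = median of IBMX positive control wells; some compounds called inactive have numbers as strong as hits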
Xi reactivation = activators of inactive X chromosome reactivation, primary screen, imaging, XiGFP fibroblasts, GFP high-content imaging, set 2; XiGFP mouse fibroblasts, % GFP-positive cells imaging, 3 d; cells co-treated with 5-aza-dC sensitizer; scaled so ellipticine positive control = 100%; activation, % at 7.58 µM; 360,000 compounds, 0.055% hits;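 active = mean normalized replicate activation at least 10% and every replicate at or above 10%; inconclusive = only one of the two criteria met; inactive = mean below 10% and not all replicates reach 10%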;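 note: 0% = median of on-plate neutral control wells and 100% = ellipticine 6 µM median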
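Material: XiGFP fibroblasts, SV40-immortalized; Buffer or medium: DMEM containing 5-aza-dC; Compound dosing: single point; Times: 3 days compound exposure.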
DENV2 CPE = inhibitors of DENV2 cytopathic effect, primary screen, cell-based, plate reader, single concentration. 350,000 compounds, 1.7% hits. CPE inhibition, % at 9.99 µM. DENV2-infected cells, cytopathic effect rescue; in the data active = CPE inhibition above about 20%, passing the limit was not always enough; inconclusive = no clear call, values can overlap the other calls; tested in BHK-21 cells;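 note: 0% = median of neutral control wells and 100% = median of positive control wells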
ARNT TACC3 PPI = disruptors of ARNT/TACC3 protein interaction, primary screen, biochemical, AlphaScreen, single concentration; 390,000 compounds, 0.66% hits; AlphaScreen His-ARNT PAS-B/GST-TACC3 binding, luminescence; TACC3 fragment carries E629A point mutation; inhibition, % at 9.99 µM; Transforming acidic coiled-coil-containing protein 3 (Homo sapiens), Q9Y6A5; AID 623870, 2012;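 active = mean inhibition of replicates at least 50% and at least half of replicates each reaching 50%; inconclusive = half or more replicates reach 50% but mean below 50%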;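 note: 0% = complete ARNT plus TACC3 wells and 100% = ARNT alone without TACC3; many hits fall short of the cut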
F508del corr = F508del CFTR correction, initial screen, CFBE line, single point; CFBE cells, YFP halide quenching; stimulated with forskolin plus potentiator P3; % fluorescence drop versus neutral controls; activity (quench increase), % at 7.58 µM; 350,000 compounds, 0.36% hits;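 active = mean added fluorescence quench of at least 8% versus neutral control, with both replicates also reaching 8%; inconclusive = only one of the mean or replicate conditions met; inactive = mean below 8% and not both replicates reaching 8%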;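 note: cells transiently co-express mutant CFTR-F508del with the halide-sensitive YFP; corrector assay measuring rescue of mutant channel to the surface after 24 h compound exposure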
EWS-Fli block = EWS/Fli-driven NR0B1 reporter inhibitors, primary screen, A673 cells, NR0B1 luciferase, luminescence, MLPCN library. viability-normalised. inhibition, % at 12.6 µM. AID 651661, 2012. 350,000 compounds, 0.67% hits;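 active = mean inhibition of at least 50% after viability correction, with every replicate also passing that limit; inconclusive = mean reaches 50% but only one of two replicates passes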;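 note: firefly luciferase signal divided by Alamar Blue viability fluorescence both relative to DMSO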
PAX8 inh HTS = inhibitors of PAX8-driven TPO luciferase reporter, primary screen, RMG-I cells, single concentration; AID 652154, 2013; SteadyGlo, 24 h; inhibition, % at 12.6 µM; 360,000 compounds, 1.2% hits;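 active = mean replicate inhibition at least 60% with every replicate also reaching 60%; inconclusive = only one of the two criteria is met; inactive = mean below 60% and not all replicates reaching 60%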;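 note: luciferase light reporting Pax8 driven TPO promoter activity; plate controls were median of neutral control wells for no effect and mitoxantrone controls for full effect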
Starred values were filed as active, the others as inactive; ? = inconclusive; . = not tested or not shown; & = joins results of further samples. Compounds as they come (roughly 4.2% active in at least one column).

SMILES	ERp5 inh	INS-1E GSIS act	Xi reactivation	DENV2 CPE	ARNT TACC3 PPI	F508del corr	EWS-Fli block	PAX8 inh HTS
CCCn1cc(CN2CCC(Cc3cccc(F)c3)(C(=O)OCC)CC2)c(C)n1	-7	-44	0.0	1	2	-0.8	7	17
OC(c1ccc(Cl)c(Cl)c1)c1ncc(-c2ccccc2Cl)[nH]1 (configuration not stated)	0	-20	-0.1	-8	.	-4.6	4	-13
CN(C)C(=O)[C@@H]1[C@@H](CO)[C@@H]2Cn3c(ccc(C4=CCCCC4)c3=O)[C@H]1N2Cc1ccncc1	-5	2	0.0	-8	-4	.	2	.
COc1cccc(OC)c1C(=O)OCCCOC(=O)c1c(OC)cccc1OC	2	19	0.2	-3	8	-0.9	6	18
Clc1ccc(C[n+]2csc3ccccc32)cc1	3	-7	0.3	-1	-1	1.2	-72	-16
CCOC(=O)CC1CCCCN1C(=O)c1cc(COc2cccc3cnccc23)on1 (configuration not stated)	-7	-59	0.0	3	2	2.0	15	22
COc1cccc(CNC(=O)CN2C(=O)COc3ccc(S(=O)(=O)N4CCOCC4)cc32)c1	4	-3	0.1	0	-9	-3.6	.	-12
CCc1ccc(-c2csc3[n+]2CCN3C(C)=O)cc1	-5	-3	.	-4	2	-1.5	-4	.
CC(=O)N1[C@@H]2c3ccc(-c4ccncc4)c(=O)n3C[C@@H]2[C@@H](CO)[C@@H]1C(=O)NC1Cc2ccccc2C1	-2	14	0.2	-6	-11	.	3	.
Cc1nnc(NC(=O)C2CCN(S(=O)(=O)c3cc([N+](=O)[O-])ccc3Cl)CC2)o1	2	.	2.1	-1	52*	-0.8	2	9
O=C(c1ccccc1)c1ccc(OCCOCCN2CCN(Cc3ccccc3)CC2)cc1	-4	-26	-0.1	-3	5	2.0	25	23
COc1ccc(C(=O)CSc2nnc(-c3cc(C)cc(C)c3)o2)cc1	0	4	.	-6	-10	-3.0	-1	.
CO[C@H]1CN(C)C(=O)c2ccc(NC(=O)C3CC3)cc2OC[C@H](C)N(CC2CC2)C[C@H]1C	0	0	0.5	4	-3	-2.9	-10	7
C[C@H](O)C#Cc1ccc2c(c1)O[C@@H](CN(C)C(=O)c1ccncc1)[C@@H](C)CN([C@H](C)CO)S2(=O)=O	-10&8	.	0.0	-11&3&10	-2&-3	-1.3&1.4&1.6	-3&-6&-13	4&-10&9
O=C(O)c1ccc(CNC(=O)C23CC4CC(CC(C4)C2)C3)cc1	4	1	0.4	-3	-6	-1.5	4	-8
COc1ccc(N2CC(C(=O)N/N=C/c3c[nH]c4ccccc34)CC2=O)cc1 (configuration not stated)	0	3	0.3	-6	.	2.2	17	15
COc1ccccc1-c1ccc2c(c1)[C@@H]1[C@@H](CCN1S(=O)(=O)c1ccccc1OC)[C@H](CO)N2	.	16	-0.1	-20	14	0.4	5	43
CO[C@@H]1CN(C)C(=O)c2ccc(NS(=O)(=O)c3ccccc3)cc2OC[C@@H](C)N(Cc2cccnc2)C[C@@H]1C	.	-11	0.0	-8	.	-5.1	3	1
c1cc2c(cc1-c1cnc3n1CCC3)OCCO2	2	5	.	-4	5	-1.3	-6	.
COc1ccc(-c2noc(N3CCC(C(=O)NCCCN4CC(C)CC(C)C4)CC3)n2)cc1 (configuration not stated)	-3	.	0.0	0	5	0.6	-5	1
Cc1ccc2nccc(C(=O)N3CCCC(Nc4ccc(C)c(C)c4)C3)c2c1 (configuration not stated)	0	-8	0.0	18	3	-0.5	.	15
COc1ccc(NC(=O)N(C)C[C@@H]2Oc3ccc(NC(=O)C4CC4)cc3C(=O)N([C@@H](C)CO)C[C@@H]2C)cc1	2	-1	0.1	-9	-4	1.3	-5	-19
CCc1nnc(NC(=O)c2cc(S(=O)(=O)N3CCCCC3)ccc2N2CCOCC2)s1	1	-1	0.2	1	1	-3.7	-9	-40
CCOc1ccc2nc(SCCNS(=O)(=O)c3ccccc3)sc2c1	-8	-4	0.0	0	-9	0.8	0	23
S=C(NCc1ccco1)N/N=C/c1ccncc1	-5	-5	0.3	-3	0	-1.8	-2	-6
O=[N+]([O-])c1ccc(Oc2cnc3ccccc3n2)cc1	-2	-1	0.2	?	16	1.0	-31	-41
C=CCc1c(C)c(C#N)c2nc3ccccc3n2c1N1CCCCC1	-3	0	0.2	-1	-2	3.9	10	-1
CCCC(=O)Nc1ccc2c(c1)C(=O)N(C)C[C@@H](OC)[C@H](C)CN(CCc1ccccc1)[C@H](C)CO2	-5	-28	0.5	3	6	1.5	0	.
CCSc1nc2c(c(=O)[nH]1)C(c1ccc(C)cc1)C1=C(CCCC1=O)N2 (configuration not stated)	5	8	0.4	?	2	3.3	6	-3
OC[C@H]1[C@@H](c2ccc(-c3ccccc3F)cc2)[C@H]2CN(Cc3ccncc3)CCCCN21	2	-2	0.0	1	-2	1.9	16	-13
CNC[C@H]1OCc2cn(nn2)CCCC(=O)N([C@H](C)CO)C[C@H]1C	.	10	-0.1	.	.	3.4	-3	-9
COc1ccccc1NC(=S)N(Cc1cccnc1)Cc1ccccc1Cl	9	-13	0.2	8	6	0.9	8	1
COc1ccc(NC(=O)Cc2coc3cc(C)c(C(C)C)cc23)cc1S(=O)(=O)N1CCOCC1	2	-32	-0.2	-3	2	.	5	29
CS(=O)(=O)Nc1ccc2c(c1)[C@H]1C[C@@H](CC(=O)N3CCCCC3)O[C@@H](CO)[C@H]1O2	.	5	-0.1	3	-5	-1.3	-4	-6
NC(CSCc1ccccc1Cl)C(=O)O (configuration not stated)	-5	-3	0.0	5	1	0.5	-6	11
CC(C)(O)c1[nH]c2cc(F)ccc2c1C(C)(C)O	.	-18	0.0	.	-8	-2.3	12	14
CC(=O)Nc1cccc(NC(=O)CSc2nnc(NC(=O)C3CC3)s2)c1	7	5	0.2	9	-3	-0.9	-2	-3
Cc1ccc(CNC(=O)CSc2ccsc2[N+](=O)[O-])cc1	-2	-6	0.0	1	-7	1.5	-49	-75
Fc1c(F)c(-n2nnc3ccccc32)c(F)c(F)c1Cl	1	13	0.0	?	-1	-1.6	6	2
COc1ccc2oc(=O)c(/C(N)=N/NC(=O)c3ccncc3)cc2c1	-1	-3	0.0	0	-4	-2.1	-4	-8
COC(=O)C1=C(C)N(Cc2cccc(C(F)(F)F)c2)C(=NCc2ccc(C(F)(F)F)cc2)NC1c1ccc(C(F)(F)F)cc1 (configuration not stated)	2	815*	-0.2	-6	.	3.7	30	77*
CCCc1cc(=O)[nH]c(SCC(=O)N2CCN(S(=O)(=O)c3ccc(Cl)cc3)CC2)n1	.	-3	0.1	.	8	.	.	19
O=C(COC(=O)c1ccc(Br)o1)Nc1ncc(Cl)cc1Cl	-1	-16	0.2	7	-2	0.1	10	5
CC(Sc1ccccc1)C(=O)NN=C1CCCCCCC1 (configuration not stated)	6	-1	0.0	1	1	0.5	-1	8
COc1ccc(CN(C)C(=O)C2CCN(C(=O)Nc3ccccc3)CC2)cc1	2	-23	0.2	-1	-5	-0.6	-3	6
O=C(NCc1ccc(F)cc1)[C@H]1C[C@H]2C(=O)N[C@@H](Cc3ccccc3)C(=O)N2[C@H]1c1ccc(O)cc1	4	.	.	0	-22	-1.2	-8	-7
CCCCOC(=O)C1=C(C)NC(=O)NC1c1ccccc1 (configuration not stated)	0	-3	0.2	-1	-4	0.7	8	16
COC(=O)C(Cc1ccccc1)N1CCS(=O)(=O)CC1 (configuration not stated)	4	0	0.5	6	-14	-3.3	-11	-8
C[C@H]1COC(=O)[C@@H](Cc2ccc(F)cc2)C/C=C\C[C@@H](CC(=O)N[C@@H](CO)Cc2ccccc2)C(=O)N1	6	.	0.5	1	-5	6.4	6	-10
Cc1ccc(C)c(N2CCN(C(=O)CCNS(=O)(=O)c3ccc4c(c3)oc(=O)n4C)CC2)c1	-6	-23	0.0	-6	6	-0.4	.	26
CCC1=C(OC(=O)N(CC)CC)N2C(=O)OC(=NCC(=O)OC)[C@]2(C)[C@H]2C1=CC[C@H]1C(=O)N(C)C(=O)[C@H]12	3	.	0.0	.	-1	-0.2	-7	10
COc1ccc2c3c([nH]c2c1)[C@H](CO)N(Cc1nccs1)CC31CN(C(=O)C2CCCC2)C1	10	1	0.0	-1	.	2.5	1	11
COc1ccc(C2=NNC(=O)CC2)cc1	4	10	0.2	.	.	-2.4	-7	-5
O=C(Nc1sc2c(c1C(=O)O)CCC2)c1ccc(F)cc1	-5	-6	0.2	5	0	0.0	-123	-19
COc1ccc2nc(NC(=O)Nc3ccccc3OC)sc2c1	1	0	0.2	-3	-4	2.8	8	-108
Cc1ccc2c(c1C)C(=O)C(=O)N2	3	.	0.9	-10	-5	-2.3	27	-4
CC1(C)C2CCC(C2)C1(C)NC(=O)CN1CCN(Cc2ccccc2)CC1 (configuration not stated)	5	-13	0.0	2	-2	0.7	7	12
O=C(COc1cc2oc(=O)c3c(c2cc1Cl)CCCC3)NCc1cccnc1	-31	3	0.0	5	26	0.7	5	5
O=C(NN(c1ccccc1)c1ccccc1)c1ccccc1F	4	-17	0.1	-1	-7	2.3	-8	-10
CCOc1cccc(NC(=O)/C(C#N)=C\c2cn(CC(=O)O)c3ccccc23)c1	1	3	0.0	-5	0	0.6	7	-19

(cont.)
SMILES	ERp5 inh	INS-1E GSIS act	Xi reactivation	DENV2 CPE	ARNT TACC3 PPI	F508del corr	EWS-Fli block	PAX8 inh HTS
COCCNc1nnc(SCC(=O)NC(=O)c2ccccc2)s1	-2	24	0.2	3	1	-1.6	-2	-3
CCOC(=O)C1=CN(Cc2cccc(F)c2)S(=O)(=O)N(C)C1c1ccc2ccccc2c1 (configuration not stated)	1	-18	0.3	6	-1	-2.2	6	12
O=C(NCCc1ccc(C(F)(F)F)cc1)C1CCC(=O)N(CCCN2CCCC2=O)C1 (configuration not stated)	2	1	0.0	-1	27	1.1	-8	14
O=C(NCCc1ccccc1)C(=O)NCC1OCCN1S(=O)(=O)c1cccs1 (configuration not stated)	4	6	0.0	5	-3	-1.6	.	3
O=C(COC(=O)CNS(=O)(=O)c1ccc(Br)cc1Cl)NC1CCCC1	3	-6	0.1	-9	-5	0.2	-4	-8
CO[C@@H]1CC[C@@H]2CCOc3ccc(C#N)cc3C(=O)N(C)CCCC(=O)N(C)C[C@H]1O2	0	25	-0.1	-2	-5	.	1	13
CO[C@@H]1CN(C)C(=O)c2cc(NS(C)(=O)=O)ccc2OC[C@H](C)N(C(=O)C2CCC2)C[C@@H]1C	-6	-14	0.1	4	-7	-2.3	-2	.
C/C(=N\NC(=O)c1csc(C)c1C)c1ccc(C)s1	10	-3	0.0	-2	-5	-0.4	-64	-63
CCSC1=NCCN1S(=O)(=O)c1ccccc1	2	-5	0.2	-3	3	0.3	4	-22
O=C(Oc1ccc2c(-c3ccccc3)cc(=O)oc2c1)c1cccs1	.	-4	0.1	.	-5	.	.	-11
